Source: PubChem BioAssay (National Center for Advancing Translational Sciences (NCATS))
Lipid storage S3: qHTS Assay for Lipid Storage Modulators in Drosophila S3 Cells; Drosophila S3 cells, BODIPY lipid droplet fluorescence, 18-24 h; cells fed with added oleic acid; lipid storage change, negative = inhibition, % at the top dose, mostly 46.1 µM; hits show Potency in µM; actives 0.64% (n = 320,000); AID 2685; active = well fitted inhibition curve with a large enough effect in the signal ratio, with a control signal flat, not every such curve was filed as active; inconclusive = small, poorly fitted or top-dose-only effect, or effect the other way, or a change in a side signal; the % refers to the signal ratio
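Drosophila S3 cells loaded with oleic acid (400 uM, as added) and compounds at several concentrations; lipid droplets imaged by 488-nm laser-scanning cytometry, 500–530 nm intensity and object ratio to cell channel. Percent activity normalized to 20 uM Triacsin C.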
Lipid storage S3 cell count max: recorded beside Lipid storage S3, whose call it bears; cell number change, %; measured here: cell count max response;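 cells counted by Cell Tracker Red CMTPX staining in the red channel; peak over a dose series mostly up to 46.1 µM; percent activity relative to internal control wells on each plate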
An asterisk follows results filed as active; i = inactive; ? = inconclusive; nt = no result given. % is scaled to controls: 0 for no effect and ±100 for the full control effect; potency is read from the fitted curve at half-maximal effect. Not all compounds are listed (hit frequency here may not be typical).

SMILES	Lipid storage S3	Lipid storage S3 cell count max
Cc1ncc([N+](=O)[O-])n1CCOC(=O)NC(NCc1ccccc1)C(Cl)(Cl)Cl (stereo not given)	-11.0%	-10.0
CCC(C)(C)NC(=O)C(c1ccc(C)cc1)N(Cc1cccnc1)C(=O)c1csnn1 (stereo not given)	3.3%	4.1
Cc1ccc(C)c(OCCNc2ccc([N+](=O)[O-])cn2)c1	18.6%	18.5
CC1CCN(C(=O)CSc2nnc(Cn3c(=O)sc4ccccc43)n2C)CC1	-2.9%	-11.3
Cc1ccc(C)c(S(=O)(=O)Nc2cc3c4c(c2)CC(=O)N4CCC3)c1	?	nt
CN(C(=O)c1ccc2c(c1)OCO2)C1(C(=O)NC2CCCC2)CCCCC1	i	12.4
CCCC[C@@H]1CNCCN1CCc1cccc2ccccc12	?	nt
O=c1[nH]nc(-c2ccc(F)cc2)cc1Cc1cccs1	?	nt
COc1cccc(CNC(=O)CCn2ccc3cc(S(=O)(=O)N4CCCC4)ccc32)c1	?	nt
CCc1ccc(NC(=O)CSc2nc3ccccc3c(=O)n2CCCC(=O)N2CCCC2)cc1	?	nt
Cc1noc(C)c1CSc1nnc(-c2ccncc2)n1-c1ccc(Cl)c(Cl)c1	?	nt
O=C(Nc1ccc(Cl)cc1)c1cc(-c2cccs2)on1	?	nt
Cc1ccc(S(=O)(=O)c2nc(NN(C)C)sc2Cl)cc1	?	nt
COC(=O)c1ccc(OCC(O)CNC2CCCC2)cc1 (stereo not given)	?	nt
O=C(N/N=C/CCc1ccccc1)c1ccccc1	i	19.5
Cc1nc(SCc2cccc(F)c2)c2oc3ccccc3c2n1	22.9%	2.4
CC(=O)Nc1ccc(S(=O)(=O)NCCOc2ccc(Cl)cc2C)cc1	9.0%	-1.5
Oc1ccc2ccccc2c1CN1CCN(C/C=C/c2ccccc2)CC1	?	nt
COc1cc(CN(C)CC(=O)c2[nH]c(C)c(C(C)=O)c2C)ccc1OC(F)F	?	nt
COc1cccc(CNC(=O)CSCc2cnn(-c3ccccc3)c2-n2cccc2)c1	?	nt

Next section:
SMILES	Lipid storage S3	Lipid storage S3 cell count max
Cn1cc(SCC(=O)NC2CCCCC2)c2ccccc21	?	nt
CN(c1ccccc1)S(=O)(=O)c1ccc(-c2ccccc2)cc1	1.7%	-16.5
Cc1cc(C)n(-c2nc(-c3ccc(Cl)cc3)cs2)n1	?	nt
COc1cccc(NC(=O)c2nc(S(C)(=O)=O)ncc2Cl)c1	?	nt
CCCCCc1c(C)nc(N2CCc3ccccc32)[nH]c1=O	?	nt
COc1ccc2c(c1)C1NC(=S)NC(C)(O2)C1C(=O)Nc1ccc(Cl)cc1 (stereo not given)	21.2%	9.8
O=C(Cc1ccc(Cl)cc1)NNc1c(F)c(F)cc(F)c1F	?	nt
O=C(NCCCn1ccnc1)NC(C(F)(F)F)C(F)(F)F	i	-14.9
Cc1ccc(C)c(S(=O)(=O)N2CCN(C(=O)Cn3cnc4c3c(=O)n(C)c(=O)n4C)CC2)c1	-4.7%	21.0
Cc1nn(C)cc1S(=O)(=O)NCc1ccccc1Cl	?	nt
CCOc1ccc2[nH]c(=O)c(CN(CCO)Cc3nnnn3CCc3ccccc3)cc2c1	?	nt
CCOc1ccc(NC(=O)NCCCn2c(C)nc3cc(C)c(C)cc32)cc1	?	nt
CCOC(=O)c1c(C)[nH]c(C(=O)Cn2nnc(-c3ccc(Cl)cc3)n2)c1C	?	nt
c1ccc(CN2CCC(=NNc3nc4ccccc4[nH]3)CC2)cc1	i	17.5
Fc1ccc(N2CCN(C(=S)NCc3ccco3)CC2)cc1	0.7%	14.1
CN(C)S(=O)(=O)N1CCc2ccc(NC(=O)C3CCCO3)cc2C1 (stereo not given)	?	nt
Cc1ccccc1Cn1nc(C)c(NC(=O)c2cc(-c3ccco3)on2)c1C	4.4%	9.3
COC(=O)COc1ccc(S(=O)(=O)Nc2ccc(C(N)=O)cc2)cc1C	i	-2.1
O=S(=O)(c1cnc(Cl)c(Br)c1)N1CCc2ccccc21	-6.1%	9.6
CN(C)N1C(N)=C(C#N)C(c2ccccc2)C2=C1CC(C)(C)CC2=O (stereo not given)	?	nt

Continued:
SMILES	Lipid storage S3	Lipid storage S3 cell count max
COCCn1ccc2c(OCC(=O)Nc3cccc(NC(C)=O)c3)cccc2c1=O	?	nt
CC(C)(C)c1ccc(S(=O)(=O)NCCc2ccncc2)cc1	?	nt
N#C/C(=C\c1ccc(-c2cccc([N+](=O)[O-])c2)o1)C(=O)NCCN1CCOCC1	?	nt
CCn1nc(NC(=O)Cc2ccc(OC)cc2)c2cc3cc(C)ccc3nc21	1.9%	-2.1
COc1ccc2c(c1)c(C(=O)N/N=C/c1ccccc1Cl)c(C)n2C	2.7%	3.4
COc1ccccc1N1CCN(C2CCN(C3CCC(c4ccccc4)CC3)CC2)CC1 (stereo not given)	7.2%	16.9
O=C(COC(=O)C1CC2CCCC(C1)C2=O)c1cccc(Br)c1 (stereo not given)	?	nt
CCOC(=O)Cc1csc(SCC(=O)NC2CCCC2)n1	?	nt
CCCCCCCN=C(C)c1ccccc1O	12.2%	11.4
Clc1cccc(Cl)c1NC1=NCCC1	-10.0%	6.8
CC(=O)N(C(C)=O)c1cccc2c(N(C(C)=O)C(C)=O)cccc12	10.8%	17.6
COc1cc(NC2c3ncccc3C(=O)N2Cc2ccco2)cc(OC)c1 (stereo not given)	?	nt
COc1ccc2cc(CCN3C(=O)c4ccccc4C3=O)c(=O)[nH]c2c1	?	nt
OCC1(CCc2ccccc2)CCN(C/C=C/c2ccccc2)CC1	15.0%	3.4
CCN(CC)CCN(C(=O)CCOc1ccccc1)c1nc2c(F)cc(F)cc2s1	-1.4%	nt
Cc1ccc(NC2=NCC(=O)N2Cc2ccc3c(c2)OCO3)c(C)c1	?	nt
COc1ccc(-c2sc(C(=O)c3ccc(Cl)cc3Cl)cc2CC(=O)O)cc1	?	nt
COc1cc(CO)c(OC)c([N+](=O)[O-])c1	?	nt
CCOC(=O)Cn1c(=O)oc2cc(S(=O)(=O)N3CCC(N4CCCCC4)CC3)ccc21	-3.7%	-1.9
CC(=O)Nc1ccc(S(=O)(=O)NCCCc2ccccc2)cc1	?	nt

Further structures
SMILES	Lipid storage S3	Lipid storage S3 cell count max
COc1cccc(-c2nc3cc(C)ccc3o2)c1	?	nt
Cc1ccc(F)c(CNC(=O)C2CCC(=O)N(CCCN3CCCC3=O)C2)c1F (stereo not given)	i	-5.7
O=C(NCc1ccco1)c1ccc(CNc2c(N3CCCCC3)c(=O)c2=O)cc1	4.4%	0.5
Cc1ccccc1N1CCN(C(=O)CN2C(=O)c3ccccc3C2=O)CC1	?	nt
O=C(O)c1cnn(-c2ccccc2)c1-c1ccccc1	?	nt
Cc1cc(C)nc(SCc2nnc(SCc3ccc([N+](=O)[O-])cc3)n2Cc2ccco2)n1	?	nt
c1ccc(Cn2nnc3c(Nc4ccc5c(c4)OCO5)nc(C4CC4)nc32)cc1	?	nt
COC(=O)CSc1nnc(COc2cccc3ccccc23)o1	?	nt
O=C(NC1=NCCS1)c1cc(-c2ccc(F)cc2)nc2ccccc12	?	nt
COc1ccc2c(=O)c3c(=O)n(-c4ccccc4)c(-c4ccco4)nc3oc2c1	?	nt
O=C(CSc1nnc(-c2cccnc2)n1Cc1ccco1)N1c2ccccc2Sc2ccccc21	i	-2.8
CCc1ccnc(NS(=O)(=O)c2ccc3c(c2)CCO3)c1	?	nt
O=C(O)c1ccccc1-c1ccccc1C(=O)Nc1ccccc1-c1ccccc1	?	nt
COc1ccc2c(c1OC)C(=O)N(C(C)C(=O)O)C2=O (stereo not given)	26.2%	-4.6
c1ccc(-c2ccncc2)nc1	-0.5%	-8.8
O=C(/C=C/c1ccccc1)NCCC1=CCCCC1	-7.9%	-16.1
COc1ccc(Nc2cc(Nc3ccccc3)ncn2)cc1	?	nt
O=C(NCCN1CCOCC1)C(=O)NCc1ccco1	2.3%	-7.4
COc1ccc(C(=O)CSc2nnc(Cn3cnc4ccccc43)o2)cc1	?	nt
Cc1ccc(S(=O)(=O)N2CCC(C(=O)N3CCN(c4ccccn4)CC3)CC2)cc1	-14.1%	-10.4

Remaining list, next part
SMILES	Lipid storage S3	Lipid storage S3 cell count max
Clc1ccc(-n2ncc3c(N4CCCCCC4)ncnc32)cc1	?	nt
COc1cccc(C(=O)N2CCCC(c3nc(-c4cccs4)no3)C2)c1 (stereo not given)	?	nt
CCc1nnc(N2C(=O)c3ccc(Oc4ccc([N+](=O)[O-])cc4)cc3C2=O)s1	-2.7%	1.3
CCn1c(=S)sc2c(=O)n(-c3ccccc3)c(SC)nc21	?	nt
CC(=O)Nc1cccc(/C(C)=N/NC(=O)c2ccc(NS(=O)(=O)c3cccs3)cc2)c1	-1.6%	10.3
CCSc1nc2c(c(=O)n1CC)SC(C)C2 (stereo not given)	i	-6.6
Cc1ccc(NC(=O)Nc2ccc3c(c2)CCC3)cc1C	?	nt
CC1(C)OC2OC(COC(=O)c3ccccc3)C3OC(C)(C)OC3C2O1 (stereo not given)	-0.2%	-1.8
O=C(Nc1ccc2c(c1)OCO2)C1CCN(S(=O)(=O)c2cccc3cccnc23)CC1	5.0%	-6.8
Cc1c(NC(=O)COC(=O)C2(c3ccccc3F)CCCC2)c(=O)n(-c2ccccc2)n1C	?	nt
O=C(NCc1ccccc1C(F)(F)F)C12CN(Cc3ccccc3)CC1C(c1ccc([N+](=O)[O-])cc1)=NO2 (stereo not given)	i	nt
S=c1[nH]c2ccc(Cl)cc2[nH]1	-0.4%	21.0
COC(=O)N=Nc1c(O)n(Cc2ccccc2)c2ccccc12	9.1%	22.6
COc1ccccc1N1C(=O)C=C(Sc2nc(C)cc(C)n2)C1=O	4.6%	-2.2
O=C(COC(=O)CCOc1ccccc1)NCc1ccco1	?	nt
O=C(NC(=S)Nc1nc(-c2ccc(Br)cc2)cs1)c1ccco1	-0.9%	3.4
CCCCN1CC(O)=C(c2nc(-c3ccc(Br)cc3)cs2)C1=N	5.7%	21.6
Cn1ncc(Br)c1C(=O)O	1.7%	21.8
CCOc1ccc(C(C)NC(=O)c2ccc3c(c2)NC(=O)C(C)S3)cc1OCC (stereo not given)	?	nt
COC(=O)Nc1ccc2c(c1)OCO2	14.3%	9.5

Part of the list above, set out differently.
Values run as follows: Lipid storage S3	Lipid storage S3 cell count max
COc1ccccc1N1C(=O)C=C(Sc2nc(C)cc(C)n2)C1=O
    4.6%	-2.2
O=C(COC(=O)CCOc1ccccc1)NCc1ccco1
    ?	nt
O=C(NC(=S)Nc1nc(-c2ccc(Br)cc2)cs1)c1ccco1
    -0.9%	3.4
CCCCN1CC(O)=C(c2nc(-c3ccc(Br)cc3)cs2)C1=N
    5.7%	21.6
Cn1ncc(Br)c1C(=O)O
    1.7%	21.8

(cont.)
SMILES	Lipid storage S3	Lipid storage S3 cell count max
CCOC(=O)c1[nH]cnc1C(=O)Nc1ccc(Cl)cc1	11.7%	0.7
CCOc1ccc(NC(=O)NNC(=O)c2ccc(CC)s2)cc1	-23.6%	-18.5
O=C(Cc1ccc(NC2=NC3CS(=O)(=O)CC3S2)cc1)NCc1ccccc1 (stereo not given)	26.0%	-0.9
COc1ccc(NC(=O)Cn2nc(C)c3ccccc3c2=O)cc1	?	nt
Cc1cccc(NC(=O)C2CCN(S(=O)(=O)c3ccc4c(c3)C(C)(C)C(=O)N4C)CC2)c1C	-16.5%	-8.1
CCCCC(=O)Nc1ccccc1Oc1ccccc1	?	nt
CC(C)(C)NC(=O)C(c1ccc(Cl)cc1)N(Cc1ccco1)C(=O)CCl (stereo not given)	?	nt
COC(=O)COc1ccc(-c2ccc(F)cc2)cc1C=O	0.9%	-10.1
COCC(=O)Nc1nc2n(n1)C(c1ccc(OC)cc1)CC(c1ccc(OC)cc1)N2 (stereo not given)	i	4.3
O=S(=O)(NC[C@@H]1CCC[C@H](CNS(=O)(=O)c2c(F)cccc2F)C1)c1ccc2c(c1)OCCO2	14.3%	10.1
CC(=O)Nc1ccc(-c2csc(NCCc3ccccc3)n2)cc1	i	-24.0
COc1c(Cl)cc(Cl)cc1CNc1ccc(S(N)(=O)=O)cc1	-7.0%	-12.5
O=C1C(=O)N(CCCO)C(c2ccc(Br)cc2)/C1=C(\O)c1ccc(Br)cc1 (stereo not given)	?	nt
COc1ccc(CCn2c(N)c(C(=O)NCc3ccco3)c3nc4ccccc4nc32)cc1OC	?	nt
COc1ccc(C2SCC(=O)N2c2c(C)n(C)n(-c3ccccc3)c2=O)cc1OC (stereo not given)	i	-0.3
O=C(CCCN1C(=O)/C(=C\c2ccccc2)SC1=S)Nc1cccc(C(=O)O)c1	9.3%	18.4
Cc1[nH]n(-c2ccccc2)c(=O)c1/C=N/NC(=O)c1cccc(F)c1	-12.9%	-23.5
COc1ccc(CCN2CC(C(=O)NCCc3ccccc3C(F)(F)F)CCC2=O)cc1 (stereo not given)	i	1.1
COc1ccc(C)cc1NC(=O)c1ccc2c(O)c(S(=O)(=O)c3ccccc3)c(=O)[nH]c2c1	?	nt
CCCCN(CCCC)CCNC(=O)c1cn(CC)c2ccc(S(=O)(=O)N3CCc4ccccc4C3)cc2c1=O	24.9%	-10.5
